RGS4 pot: RGS4 potentiators or activators, primary screen, cell-based, HEK293 M3R inducible RGS4, calcium flux | carbachol calcium flux Fluo4; stronger effect = lower value | B-score at 10 µM | 310,000 compounds, 0.92% hits;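 active = B-score of the integrated calcium signal more than 4 SD below the library mean, with starting fluorescence not abnormally high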;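 note: negative B-score means reduced calcium response which marks RGS4 activation or potentiation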
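Reagent: ECmax carbachol challenge; Test system: M3R-expressing HEK293 line, RGS4 induced by doxycycline; Schedule: overnight RGS4 induction, 30 min dye load 37 °C, 20 min compound RT; Detection: calcium dye Fluo4 fluorescence; Read-out: Agonist-evoked peak-minus-minimum fluorescence over baseline, integrated ratio, B score.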
GSK3B inh: human GSK3beta kinase inhibitors, primary screen, biochemical, cell-free homogeneous, HTS | GST-GSK3beta kinase, ADP-Glo luminescence, 60 min; stronger effect = lower value | Glycogen synthase kinase-3 beta (Homo sapiens), P49841 | 300,000 compounds, 0.038% hits | activity score (negative = inhibition), % at 10 µM;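 active = more than half of replicate wells score below -50%, meaning over 50% inhibition versus plate controls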;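 note: 0% = median DMSO wells and -100% = median GW8510 positive control wells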
Target sequence (P49841 whole entry, looked up): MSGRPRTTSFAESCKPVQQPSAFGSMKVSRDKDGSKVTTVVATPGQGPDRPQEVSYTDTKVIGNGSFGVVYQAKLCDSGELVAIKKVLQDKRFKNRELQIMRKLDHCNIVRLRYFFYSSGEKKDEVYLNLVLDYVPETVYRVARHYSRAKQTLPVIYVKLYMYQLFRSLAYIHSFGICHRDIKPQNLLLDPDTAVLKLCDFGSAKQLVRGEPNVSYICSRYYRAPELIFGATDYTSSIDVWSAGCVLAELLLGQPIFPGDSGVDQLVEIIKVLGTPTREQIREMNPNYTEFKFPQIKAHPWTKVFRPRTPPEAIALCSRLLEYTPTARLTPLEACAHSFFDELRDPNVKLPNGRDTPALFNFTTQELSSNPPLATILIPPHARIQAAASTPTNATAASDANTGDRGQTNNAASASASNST
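Test system – GST-tagged human GSK3beta kinase, cell-free · Incubation – 60 min enzyme reaction, room temperature · Signal – ADP-Glo luminescence · Also added – peptide substrate and ATP at 25 µM · Controls – DMSO neutral wells and GW8510 at 20 µM as positive · Buffer or medium – Tris/MgCl2 kinase buffer · Measure – Luminescence-derived activity versus plate DMSO and GW8510 wells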
GSK3A inh: blockers of GSK3A enzyme activity – biochemical, luminescence, cell-free homogeneous, HTS, primary screen; inhibition, % at 10 µM; 320,000 compounds, 0.1% hits; Glycogen synthase kinase-3 alpha (Homo sapiens), P49840; AID 2650, 2010; GSK-3 alpha kinase, ADP-Glo luminescence, 60 min;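 in the data active = inhibition above about 50%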;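 note: GST-tagged GSK-3 alpha with peptide substrate and 25 µM ATP; 0% = DMSO neutral wells and 100% = GW8510 positive control wells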
KCNQ1 pot: potentiators or activators of KCNQ1 channel, primary screen, cell-based, thallium flux, high-throughput; Potassium voltage-gated channel subfamily KQT member 1 (Homo sapiens), P51787; CHO-K1 KCNQ1, thallium flux FluxOR fluorescence; stronger effect = higher value; B-score at 10 µM; 310,000 compounds, 0.35% hits; AID 2648, 2010;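 active = fluorescence ratio B-score, a plate-corrected score, at least three library SD, with initial intensity B-score within 5 SD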
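Assay system: CHO-K1 cells stably expressing KCNQ1; Medium: assay buffer with matched DMSO; Also added: K+/Tl+ depolarizing stimulus; Dosing: single dose; Timing: dye 90 min, compound 20 min, room temperature; Measured by: kinetic FluxOR thallium fluorescence, 10-s 1-Hz baseline, 110-s post-stimulus read; Read-out: peak-minus-minimum fluorescence over initial fluorescence, negative-control normalized, B-scored.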
KCNQ1 block: inhibitors of human KCNQ1 channel, primary screen, cell-based, thallium flux, high-throughput; Potassium voltage-gated channel subfamily KQT member 1 (Homo sapiens), P51787; CHO-K1 KCNQ1, FluxOR thallium flux fluorescence; stronger effect = higher value; B-score at 10 µM; 310,000 compounds, 1.3% hits; AID 2642, 2010;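 active = compounds whose thallium flux B-score, printed positive for inhibition, exceeds three library SD while starting fluorescence stays within three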;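 note: channel opened by potassium depolarization with thallium stimulus after 20 min compound exposure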
PolyA inhibitor: polyadenylation inhibitors in yeast reporter cells, primary screen, luminescence, S. cerevisiae. calls only at 12 µM. S. cerevisiae SKY197-pL101 polyadenylation reporter, beta-gal luminescence; efflux-impaired pdr1/pdr3 knockout yeast; score 100 = 6 SD above DMSO. 300,000 compounds, 0.02% hits. AID 1875, 2009;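 active = lowest replicate activity score at least 50, where 100 means six control SD above control mean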;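 note: yeast exposed to compound for 9 h at 30 °C; higher score means more reporter readthrough which indicates perturbed polyadenylation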
HDAC3 inh: HDAC3 deacetylase inhibitors, primary screen, biochemical, fluorescence, cell-free homogeneous; Histone deacetylase 3 (Homo sapiens), O15379; recombinant HDAC3, fluorogenic peptide/trypsin coupled; inhibition, % at 8.3 µM; 320,000 compounds, 0.15% hits; in the data active = inhibition above about 26%, passing the limit was not always enough
KCNK3 block: human KCNK3 channel inhibitors, primary screen, CHO cells, FluxOR thallium flux, B-score; Potassium channel subfamily K member 3 (Homo sapiens), O14649; FluxOR fluorescence; stronger effect = lower value; B-score at 10 µM; 340,000 compounds, 0.84% hits; AID 602410, 2012;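 active = B-score under library mean minus 4 SD, starting fluorescence ratio at most library mean plus 5 SD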;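 note: more negative B-score means stronger inhibition of thallium flux through KCNK3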
Target sequence (O14649 whole entry, looked up): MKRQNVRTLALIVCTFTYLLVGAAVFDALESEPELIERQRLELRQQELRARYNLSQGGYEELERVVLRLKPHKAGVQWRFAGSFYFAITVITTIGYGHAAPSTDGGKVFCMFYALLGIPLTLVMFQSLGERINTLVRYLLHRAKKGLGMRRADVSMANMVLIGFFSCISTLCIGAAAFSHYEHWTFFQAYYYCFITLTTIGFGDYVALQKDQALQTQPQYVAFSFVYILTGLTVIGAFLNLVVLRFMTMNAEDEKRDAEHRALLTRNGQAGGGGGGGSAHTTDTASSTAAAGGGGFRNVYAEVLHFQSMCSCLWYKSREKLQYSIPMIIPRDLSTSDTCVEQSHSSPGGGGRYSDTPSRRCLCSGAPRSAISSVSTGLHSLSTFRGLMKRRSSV
hERG protect: hERG rescue from dofetilide block, primary screen, cell-based, CHO-hERG, FluxOR thallium flux, dofetilide IC70; Voltage-gated inwardly rectifying potassium channel KCNH2 (Homo sapiens), Q12809; dofetilide IC70 present; activation (rescue from dofetilide block), less the hit threshold, % at 10 µM; 310,000 compounds, 0.51% hits;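 active = activation above the mean of controls blocked by dofetilide plus 5 SD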;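 note: thallium influx through hERG after potassium depolarization seen as dye fluorescence rise; in these data hits start at about 4.7%; inactives centre near -7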
Dyrk1A ADPGlo: rat Dyrk1A kinase inhibitors, primary screen, biochemical, single point, plate reader. Dual specificity tyrosine-phosphorylation-regulated kinase 1A (Rattus norvegicus), Q63470. ADP-Glo luminescence, NFATc1 peptide. inhibition, % at 12.5 µM. 310,000 compounds, 0.43% hits. AID 504441, 2011; in the data active = inhibition above about 50%;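 note: plate controls were vehicle with enzyme for no effect and no enzyme for full effect; many of its hits are not listed in these tables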
KCNK9 block: KCNK9 potassium channel inhibitors, primary screen, HEK293 cells, thallium flux; B-score at 10 µM; FluxOR thallium flux fluorescence; stronger effect = lower value; Potassium channel subfamily K member 9 (Homo sapiens), Q9NPC2; 310,000 compounds, 1.2% hits; AID 488922, 2010;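 active = ratio B-score over 3 SD below the library mean, with starting fluorescence within 5 SD of its mean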;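 note: negative B-score means less thallium flux so channel inhibition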
Starred values were filed as active, the others as inactive; i = inactive; nt = no result given.

The line under a structure holds: RGS4 pot, GSK3B inh, GSK3A inh, KCNQ1 pot, KCNQ1 block, PolyA inhibitor, HDAC3 inh, KCNK3 block, hERG protect, Dyrk1A ADPGlo, KCNK9 block
- CCC(C(=O)NC1CCCC1)N(C(=O)Cn1nnc(-c2ccc(OC)c(OC)c2)n1)C1CCCCC1 (centres undefined)
→ i, 0, 0, i, i, i, 3, i, -15, -4, i
- COc1ccc(NC(=O)c2noc(C(C)C)c2[N+](=O)[O-])cc1
→ i, -4, -2, i, i, i, 1, i, -6, 1, i
- COCCCN=C1NN=C(c2cc(C)n(Cc3ccccc3Cl)c2C)CS1
→ i, -3, -2, i, i, i, 1, i, -14, nt, i
- O=C(Nc1ccc(Cl)cc1)OC(CN1CCCCC1)C(F)(F)F (centres undefined)
→ i, 3, 7, i, i, i, 14, i, -15, 18, i
- CCn1ccnc1CN(C)C(=O)c1cc(COc2ccc(OC)c3ccccc23)on1
→ i, -2, 0, i, i, i, 0, i, -12, 1, i
- CC1CCC(NC(=O)C2CCN(S(=O)(=O)c3cccc4nonc34)CC2)CC1 (centres undefined)
→ i, 0, 0, i, i, i, -1, i, -8, -10, i
- O=C(CSCc1ccc(Cl)cc1)N/N=C/c1ccc(Cl)cc1Cl
→ i, 4, 1, i, i, i, -2, i, -3, 3, i
- COc1ccc(C(CNC(=O)c2ccc(NS(=O)(=O)c3ccc(F)c(C)c3)cc2)N2CCOCC2)cc1 (centres undefined)
→ i, 4, -3, i, i, i, 9, i, -15, 7, i
- CC(O)Cc1cn(CC(=O)N2CCN(C(=O)OC(C)(C)C)CC2)nn1 (centres undefined)
→ i, 4, 5, i, i, i, 1, i, -10, 6, i
- Fc1cccc(CNCC2CCCO2)c1 (centres undefined)
→ i, 3, -1, i, i, i, 1, i, -4, 10, i
- CC1Cn2c(nnc2C23CC4CC(CC(C4)C2)C3)S1 (centres undefined)
→ i, -1, 5, i, i, i, -2, i, -3, 2, i
- O=C(CSc1nnc(-c2ccc(F)cc2)o1)NC1CCCC1
→ i, -1, nt, i, i, i, nt, i, -7, -3, i
- Cc1ccc(NC(=O)Cc2ccc(F)cc2)cc1
→ i, 0, -2, i, i, i, -1, i, -14, -1, i
- CCOc1ccc(C(=O)Nc2cccc(C)n2)cc1
→ i, 0, 3, i, i, i, 3, i, -6, 8, i
- CCNc1nc(NC(C)C)nc(N(C#N)C(C)C(=O)N(C)C)n1 (centres undefined)
→ i, 1, -3, i, i, i, 1, i, -6, 1, i
- Cc1ccc(-c2cc(C(=O)NCCc3ccccn3)c3ccccc3n2)c(C)c1
→ i, -14, -1, i, i, i, -1, i, -15, 1, i
- Cc1c(NC(=O)CSc2nnc(N)s2)c(=O)n(-c2ccccc2)n1C
→ i, 4, -1, i, i, i, 2, i, -4, -7, i
- COc1ccc(C(CC(=O)N2CCOCC2)C(C)C)cc1 (centres undefined)
→ i, -3, 7, i, i, i, 2, i, -5, -3, i
- CC(=NCC1CCCO1)C1=C(O)CC(C)(C)CC1=O (centres undefined)
→ i, -3, 1, i, i, i, 12, i, -12, 6, i
- Cc1ccc(NC(=O)c2cc(S(=O)(=O)N3CCOCC3)cn2C)cc1F
→ i, -1, -1, i, i, i, 13, i, -9, 5, i
- Cc1ccc(N=Cc2sc(O)c3ccccc23)c(C)c1
→ i, -2, -1, i, i, i, 11, i, -15, 12, i
- Cc1ccc(C2C(C(=O)c3cc4ccccc4o3)=C(O)C(=O)N2CCN2CCOCC2)o1 (centres undefined)
→ i, 0, -2, i, i, i, 11, i, -10, -4, i
- CCCN(CCC)S(=O)(=O)c1ccc(C(=O)N2CCCc3ccccc32)cc1
→ i, -1, 4, i, i, i, -3, i, -14, 10, i
- COc1ccc(N2C(=O)c3cccc4cc(Br)cc(c34)C2=O)cc1
→ i, 1, -2, i, i, nt, 3, i, -9, -3, i
- COc1ccc(NC(=O)c2ccc(Br)c(S(=O)(=O)N3CCOCC3)c2)cc1
→ i, -3, 0, i, i, i, -9, i, -8, 0, i
- C=CCn1c(SCC(=O)N2CCCCC2)nc(O)cc1=O
→ i, 1, 1, i, i, i, -5, i, -7, 8, i
- O=C(c1ccc(F)cc1)N1CCN(c2ccc([N+](=O)[O-])c(N3CCOCC3)c2)CC1
→ i, 1, 0, i, i, i, nt, i, -6, -8, i
- O=C(Cc1cccs1)NCCc1ccc(F)cc1
→ i, 2, 1, i, i, i, 2, i, -6, -1, i
- COc1cc(C)nn1-c1ccc(Cl)cc1
→ i, 1, 1, i, i, i, -6, i, -10, nt, i
- Cc1cc(C)cc(-n2ncc3c2CCCC3NC(=O)CCN2Cc3ccccc3C2=O)c1 (centres undefined)
→ i, 2, -3, i, i, i, -3, i, -3, 1, i
- CC(=O)c1ccc(NC(=O)C2(c3ccccc3)CCOCC2)cc1
→ i, 0, 0, i, i, i, 0, i, -5, 1, i
- O=C(Cn1cnc2cc([N+](=O)[O-])ccc2c1=O)NC(c1ccccc1)c1ccccc1
→ i, -1, 9, i, i, nt, 4, i, -7, 4, i
- COc1ccc(C(=O)C2CCN(C(=O)c3ccco3)CC2)cc1
→ i, 6, 1, i, i, i, 13, i, -10, 1, i
- CCCC(=O)C1=C(O)C(C(=O)OC)C(C)(C)CC1=NCCc1ccccc1 (centres undefined)
→ i, -2, -1, i, i, i, -4, i, -11, 6, i
- COc1ccc2[nH]c3c(c2c1)CCN1C(=O)N([C@@H](C)C(=O)NCc2ccccc2OC)C(=O)[C@]31C
→ i, 0, -3, i, i, i, 2, i, -8, 10, i
- CN(C)c1ccc(/C=C/C(=O)c2ccccc2)cc1[N+](=O)[O-]
→ i, 1, -2, i, i, i, 3, i, -5, 11, i
- COc1ccccc1S(=O)(=O)Cc1ccc(C(=O)NCc2cccnc2)o1
→ i, 4, -2, i, i, i, -1, i, -3, -9, i
- CC(=O)c1cccc(NC(=O)C2CCN(S(=O)(=O)c3c(C)n[nH]c3C)CC2)c1
→ i, -1, -1, i, i, i, 0, i, -4, 2, i
- CC(OC(=O)CNC(=O)c1ccc(Cl)c(Cl)c1)C(=O)N1CCOCC1 (centres undefined)
→ i, 5, 2, i, i, i, 1, i, -8, 13, i
- Cc1cc(NC(=O)CSc2nnc(C3CC3)n2C)no1
→ i, 3, 1, i, i, i, -1, i, -13, 0, i
- CC1CCCCN1C(=O)NC1CC(=O)N(c2ccc3c(c2)OCCO3)C1 (centres undefined)
→ i, 0, -2, i, i, i, -6, i, -17, 5, i
- CC1=C(C(=O)OC(C)C)C(/C=C/c2ccccc2)NC(=O)N1 (centres undefined)
→ i, 0, -1, i, i, i, 4, i, -3, -2, i
- CCCCCc1nnc(NC(=O)Cc2ccc([N+](=O)[O-])cc2)s1
→ i, 0, 0, i, i, i, -2, i, -10, 2, i
- CS(=O)(=O)N1CCC(C(=O)NCC2CCCO2)CC1 (centres undefined)
→ i, 2, 2, i, i, i, 6, i, -8, 0, i
- O=C(NCCCN1CCOCC1)c1coc2ccccc2c1=O
→ i, 0, 0, i, i, i, -3, i, 0, -6, i
- COCCn1c(=S)[nH]c2cc(C(=O)N3CCCC(C)C3)ccc2c1=O (centres undefined)
→ i, -2, 0, i, i, i, 1, i, -7, -1, i
- Cc1cccc(C(=O)Nc2nnc(-c3cccnc3)o2)c1
→ i, 2, -2, i, i, i, 4, i, -13, 3, i
- Cc1ccc(-c2nc(CS(=O)CC(=O)NC3CCCCC3)c(C)o2)cc1 (centres undefined)
→ i, 2, 0, i, i, i, -1, i, -8, -10, i
- CCc1cc2c(=O)nc3n(c2s1)Cc1ccccc1/C3=C(/O)c1ccccc1Cl
→ i, 0, 1, i, i, i, 8, i, -13, 0, i
- CCc1cc(C(=O)Cc2cnn(-c3ccccc3)c2)c(O)cc1O
→ i, 1, -3, i, i, i, 15, i, -11, 8, i
- O=C(Cc1ccc(S(=O)(=O)N2CCOCC2)s1)N1CCN(c2cccc(C(F)(F)F)c2)CC1
→ i, 0, -2, i, i, i, -3, i, -10, -1, i
- Cc1cccc(NC(=O)c2ccc3c(c2)C(=O)N(c2ccccn2)C3=O)c1C
→ i, 3, 3, i, i, i, 12, i, -7, 0, i
- O=C(CC(NC(=O)c1ccccc1Cl)c1ccccc1)NC1=NCCS1 (centres undefined)
→ i, -5, -2, i, i, i, 9, i, -9, 1, i
- COc1ccc(C(=O)Nc2cccc(-c3nc4ncccc4o3)c2C)cc1
→ i, -1, 3, i, i, i, -3, i, -6, 5, i
- O=C(CCc1ccc(Oc2cc([N+](=O)[O-])cc([N+](=O)[O-])c2)cc1)N1CCCCC1
→ i, 1, -1, i, i, i, 3, i, -4, -4, i
- CC(=O)OC(C(=O)NCc1ccc(F)cc1)c1ccccn1 (centres undefined)
→ i, 2, 0, i, i, i, -4, i, -7, 6, i
- CC1(C)C(c2cccs2)=NC(c2ccccc2)N1O (centres undefined)
→ i, 1, -1, i, i, i, 5, i, -8, 4, i
- CCn1nc(C)c(CNC(=O)c2cc(COc3ccccc3SC)on2)c1C
→ i, 1, -1, i, i, i, 0, i, -4, -1, i
- O=C(Cc1ccccc1F)NNC(=O)c1ccncc1
→ i, 0, 0, i, i, i, -1, i, -10, 8, i
- Cc1nc2cc(NC(=O)NCc3ccco3)ccc2o1
→ i, 0, 2, i, i, i, 1, i, -4, -2, i

Source: PubChem BioAssay (several laboratories)

These rows are one share of the data; the hit share may differ from the screen's.
